High-throughput results: PubChem BioAssay, several laboratories
PPARg SRC2 recr – agonists of SRC-2 recruitment by human PPARgamma; P37231; activation, % at 8 µM; actives 0.34% (n = 200,000); PPARgamma LBD-SRC-2 recruitment, biochemical; in the data active = activation above about 22%;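 also: 0% = vehicle and 100% = reference agonist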
Target sequence (P37231 whole entry, looked up, the tested form may be a part): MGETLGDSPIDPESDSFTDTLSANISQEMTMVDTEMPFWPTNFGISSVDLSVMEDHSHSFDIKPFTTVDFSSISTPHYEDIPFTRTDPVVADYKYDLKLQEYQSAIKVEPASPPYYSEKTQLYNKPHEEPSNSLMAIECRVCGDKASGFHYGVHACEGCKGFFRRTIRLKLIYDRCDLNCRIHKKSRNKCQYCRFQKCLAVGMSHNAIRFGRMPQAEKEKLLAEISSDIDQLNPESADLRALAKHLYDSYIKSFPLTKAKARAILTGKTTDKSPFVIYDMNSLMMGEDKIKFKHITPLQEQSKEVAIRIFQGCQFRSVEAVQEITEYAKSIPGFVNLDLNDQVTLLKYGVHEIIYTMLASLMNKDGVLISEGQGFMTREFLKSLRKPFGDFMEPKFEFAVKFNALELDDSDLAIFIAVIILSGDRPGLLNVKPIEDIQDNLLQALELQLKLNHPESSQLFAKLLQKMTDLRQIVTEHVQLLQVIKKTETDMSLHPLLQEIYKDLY
DTT redox prof – compounds producing H2O2 with reducing agent – biochemical, NIH compound library profiling, artefact control for MLSCN library redox annotation, primary screen; AID 878; DTT-dependent redox cycling H2O2, phenol red/HRP absorbance; 100% = 100 µM peroxide control, 0% = buffer; activation, % at 10 µM; actives 0.03% (n = 200,000);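 active = activation of at least 50% relative to the plate's high and low controls in the primary single-dose screen; inactive = activation below 50%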;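 also: compound incubated with DTT at 0.8 mM final as the reducing agent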
bIAP inh – intestinal alkaline phosphatase (bovine) inhibition; inhibition, % at 20 µM; purified bovine IAP, CDP-star luminescence, 30 min; 190,000 tested, under 10 active;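 active = over 50% inhibition of intestinal alkaline phosphatase at 20 µM in the single-dose screen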
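System: purified bovine intestinal alkaline phosphatase (IAP) enzyme; Input: IAP diluted 1/65,000,000 in the well; Measured by: CDP-star luminescence signal; Compound dosing: 20 µM single dose; Incubation: 30 min reaction at room temperature.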
HMGR II inh – blocks class II HMG-CoA reductase of Enterococcus faecalis. purified E. faecalis HMGR, NADPH absorbance 340 nm kinetic. inhibition, % at 10 µM. actives 0.41% (n = 190,000);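 active = inhibition above a set limit, the median over all tested compounds plus 3 SD, cut at about 9.5% in these data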;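 also: enzyme runs in reverse so mevalonate oxidation gives rising NADPH absorbance; 0% = complete reaction with DMSO and 100% = background rate lacking mevalonate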
PPARg SRC-1 ag – agonists of human PPARgamma SRC-1 coactivator recruitment | P37231 | PPARgamma-SRC-1 coactivator recruitment biochemical assay | activation, % at 8 µM | actives 0.41% (n = 200,000) | AID 631; in the data active = activation above about 19%;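 also: 0% = DMSO and 100% = reference agonist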
RAM network inh – blocks the yeast RAM network. S. cerevisiae dse1pr::URA3 reporter, 5-FOA growth OD615, 2 d; analog-sensitive cbk1-as2 kinase mutant strain. inhibition, % at 50 µM. actives 1.8% (n = 190,000). AID 868;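 active = inhibition above a set limit, 3 SD over mean compound inhibition, cut at about 8.4% in these data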;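 also: 0% = DMSO-only wells with no growth and 100% = 10 µM 1-NA-PP1 full growth; inhibition rescues growth on 5-FOA so higher OD means more RAM inhibition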
ROMK primary – human ROMK K+ channel modulation, primary screen. P48048. Tet-inducible ROMK, thallium flux fluorescence; actives lie on both sides. B-score at 10 µM. actives 2% (n = 130,000);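 active = signal ratio slope over the read window, or its plate-corrected B-score, at least 3 SD from the plate mean, either direction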;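 also: B-score of the F/F0 ratio slope over 7 to 12 s after thallium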
TR-FRET SRC-2 ct – counter-screen for PPARgamma SRC-2 recruitment agonists: TR-FRET artefact; stronger effect = higher value; TR-FRET ratio at 8 µM; actives 0.4% (n = 200,000); in the data active = TR-FRET ratio above about 2000; also: inactives centre near 1500; reference of the scale not given here
Lmaj promast – Leishmania major promastigote growth inhibition | actives 9% (n = 200,000) | AID 1063 | Leishmania major promastigotes, resazurin fluorescence viability | inhibition, % at 10 µM; in the data active = inhibition above about 50%;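 also: promastigotes grown with compound for 44 hours at 28 °C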
PPARg SRC3 recr – PPARgamma-driven SRC-3 recruitment agonism; activation, % at 8 µM; biochemical PPARgamma/SRC-3 coactivator recruitment assay; actives 0.26% (n = 200,000); P37231; in the data active = activation above about 23%;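 also: 0% = DMSO and 100% = reference agonist; some compounds past the cut are filed as inactive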
S1P3 antagonist – blocks the human S1P3 receptor; Q99500; CHO S1P3 NFAT-BLA reporter, FRET fluorescence, antagonist mode; inhibition, % at 4.98 µM; actives 0.27% (n = 170,000);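 active = inhibition above the plate cutoff, the mean inhibition of test wells on that plate plus 3 SD, cut at about 28% in these data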;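 also: cells challenged with S1P at its EC80 of 0.8 µM; blue over green emission ratio from cleaved BLA substrate after 4 h stimulation; 0% = S1P-stimulated wells and 100% = unstimulated DMSO-only wells; some compounds past the cut are filed as inactive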
Target sequence (Q99500 whole entry, looked up): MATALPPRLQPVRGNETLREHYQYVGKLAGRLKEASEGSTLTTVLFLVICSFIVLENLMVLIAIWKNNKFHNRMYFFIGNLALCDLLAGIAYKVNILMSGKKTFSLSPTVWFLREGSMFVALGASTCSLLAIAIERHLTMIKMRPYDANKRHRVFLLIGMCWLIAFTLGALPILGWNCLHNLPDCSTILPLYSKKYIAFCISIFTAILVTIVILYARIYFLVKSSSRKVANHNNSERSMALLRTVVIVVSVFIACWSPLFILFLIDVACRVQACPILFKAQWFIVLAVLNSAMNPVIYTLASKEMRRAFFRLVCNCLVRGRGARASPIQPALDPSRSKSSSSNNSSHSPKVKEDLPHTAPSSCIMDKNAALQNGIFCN
* = called active by the depositor; / = not tested or not shown.

A first look (two entries):
SMILES | ROMK primary | S1P3 antagonist | RAM network inh | DTT redox prof | bIAP inh | TR-FRET SRC-2 ct | PPARg SRC2 recr | PPARg SRC3 recr | HMGR II inh | Lmaj promast | PPARg SRC-1 ag
CC(=O)Nc1ccc(NC(=O)c2ccco2)cc1 | / | -56.0 | 0.7 | 0.3 | 5.1 | 1506 | 2.7 | -2.3 | -4.4 | -2.7 | 4.4
Cc1c(Br)c(C(F)(F)F)nn1CC(=O)NCCCn1ccnc1 | -0.132 | -39.5 | 3.6 | -0.5 | 3.6 | 1539 | -1.6 | -4.1 | -1.4 | -6.5 | 1.0

Results, from the first entry:
SMILES | ROMK primary | S1P3 antagonist | RAM network inh | DTT redox prof | bIAP inh | TR-FRET SRC-2 ct | PPARg SRC2 recr | PPARg SRC3 recr | HMGR II inh | Lmaj promast | PPARg SRC-1 ag
CC(=O)Nc1ccc(NC(=O)c2ccco2)cc1 | / | -56.0 | 0.7 | 0.3 | 5.1 | 1506 | 2.7 | -2.3 | -4.4 | -2.7 | 4.4
Cc1c(Br)c(C(F)(F)F)nn1CC(=O)NCCCn1ccnc1 | -0.132 | -39.5 | 3.6 | -0.5 | 3.6 | 1539 | -1.6 | -4.1 | -1.4 | -6.5 | 1.0
COc1cccc(CNCCSc2nnnn2C)c1 | / | -23.8 | -1.0 | 4.4 | 4.0 | 1631 | 9.8 | 8.5 | -4.2 | -4.0 | 1.1
COc1ccc(N2CC(C)Cn3c2nc2c3c(=O)n(Cc3ccc(F)cc3)c(=O)n2C)c(OC)c1 (centres undefined) | / | 24.2 | 3.8 | -0.3 | 4.9 | 1501 | 1.5 | 2.9 | 3.3 | 38.9 | 15.1
C=CCc1ccccc1OCCOc1ccc([N+](=O)[O-])cc1/C=N/NC(N)=O | -0.0956 | -20.5 | 4.3 | 0.2 | 49.3 | 1499 | -1.5 | 0.8 | -5.9 | 7.6 | -8.8
COc1ccccc1/C=C(/C(=O)OCC(=O)Nc1cc(C)ccc1C)c1ccccc1 | -0.743 | -8.2 | 4.3 | 0.0 | 24.6 | 1412 | -1.4 | -4.0 | -4.9 | -3.5 | 2.7
O=C1CCC/C(=N\NC(=O)c2ccc(CSc3cccc4cccnc34)cc2)C1 | 1.03 | -11.6 | 0.0 | -1.9 | -17.9 | 1727 | 10.6 | 0.8 | 1.9 | -4.0 | -1.8
COc1ccc(S(=O)(=O)NCC(=O)N(CC(=O)NCC2CCCO2)c2cc(C)ccc2C)cc1 (centres undefined) | -1.2 | / | -0.9 | 0.1 | -5.8 | 1454 | 3.5 | -5.1 | -2.8 | 3.0 | 5.5
COc1ccccc1N1CCN(CC(=O)Nc2sccc2C#N)CC1 | 0.165 | -1.4 | 1.7 | 0.0 | 0.2 | 1490 | -0.5 | -0.3 | 0.0 | -6.5 | -1.3
S=c1[nH]nc(-c2ccccn2)n1/N=C/c1cccc(Cl)c1 | / | -11.6 | 1.3 | -0.8 | 27.8 | 1332 | -6.1 | -2.7 | -1.4 | -5.9 | -3.6
CCN(CC)S(=O)(=O)c1cccc(C(=O)N/N=C/c2cccc(O)c2O)c1 | / | -4.8 | 2.2 | 0.1 | 12.0 | 1584 | 5.9 | 1.0 | -3.7 | 98.3* | 3.0
CCN(CC)C(=O)C1CCCN(C(=O)Nc2ccc(NC(=O)N3CCCC(C(=O)N(CC)CC)C3)cc2)C1 (centres undefined) | / | / | 0.9 | -2.6 | -3.4 | 1612 | 3.0 | 14.5 | -3.3 | -4.1 | 2.5
CCCCOC(=O)C[N+](C)(C)CCOC1CC2CCC1(C)C2(C)C (centres undefined) | / | -18.7 | 1.9 | 0.1 | 9.6 | 1555 | 0.3 | 1.8 | -7.7 | 69.1* | -2.7
CCOc1ccc2nc(NC(=O)CSc3nc4cccnc4n3C)sc2c1 | 1.63 | -27.6 | 6.1 | -0.1 | 4.2 | 1459 | -3.5 | -10.1 | -2.8 | 8.7 | -3.0
O=C(Cc1csc(-c2ccccc2)n1)NCc1cccs1 | -2.18 | -9.0 | 2.2 | -0.1 | -9.5 | 1639 | 6.2 | 6.2 | 11.2* | -6.2 | 4.4
CSc1ccc(Cl)c(C(=O)Nc2ccc(Cl)cn2)c1 | 2.52 | -9.5 | 4.8 | 3.7 | -12.0 | 1639 | 4.1 | 2.1 | 1.9 | -4.0 | 1.7
CC1(C)CC(=O)c2cnc(NC(=O)C3CCCC3)nc2C1 | / | 9.9 | 0.0 | 2.9 | 0.5 | 1420 | -9.0 | -10.7 | 1.7 | 9.2 | 2.6
Cc1csc(CCc2nc(C)cs2)n1 | / | 6.4 | 0.9 | -2.5 | 10.0 | 1492 | 2.2 | 4.0 | 0.7 | -1.7 | -2.1
CC(C(=O)Nc1ccccc1)N(c1cccc(Cl)c1)S(C)(=O)=O (centres undefined) | -0.545 | 0.4 | 2.2 | 0.4 | -3.9 | 1537 | 2.0 | 1.8 | 6.5 | -3.7 | -2.6
O=C(Nc1ccc2c(c1)OCCO2)c1ccc(Br)o1 | -0.102 | / | -1.6 | 1.9 | -4.0 | 1617 | 5.2 | -4.9 | -6.4 | 0.4 | 2.7
CC1C(c2ccccc2)N(C)C(c2ccccc2)CC1(O)c1ccccc1 (centres undefined) | -1.27 | / | -0.1 | 0.3 | 23.2 | 1624 | 8.9 | 1.5 | -1.8 | 98.1* | 6.0
O=C(Nc1ccc(NC(=S)NC(=O)c2cccs2)cc1)c1ccccc1 | 0.476 | -6.9 | 4.2 | -0.2 | 11.2 | 1612 | -3.0 | 1.4 | -1.8 | -3.4 | 17.5
CCCCN(c1ccccc1)c1ncnc2nc[nH]c12 | / | 8.0 | 0.0 | -1.4 | -25.3 | 1518 | -6.0 | -0.1 | -10.6 | 2.9 | -0.1
CC1CCN(c2c(NCC3CCC(C(=O)NCc4ccccc4Cl)CC3)c(=O)c2=O)CC1 (centres undefined) | -0.442 | -3.3 | 2.5 | 0.0 | 12.8 | 1686 | 11.3 | -0.3 | 3.6 | -6.3 | 2.7
CCOc1ccccc1-n1c(C)nc2cc(C(=O)O)ccc21 | 0.745 | -11.2 | 2.7 | -0.4 | 2.7 | 1695 | -3.1 | 5.3 | -2.1 | 3.0 | 8.1
COc1ccc(CN(C)CC(=O)Nc2ccc(SC(F)F)cc2)cc1OC | -0.844 | 11.9 | -0.8 | 0.0 | -6.8 | 1433 | -4.7 | -2.9 | 0.6 | 7.4 | 0.6
CCOc1ccccc1N(CC(=O)Nc1cccnc1)S(C)(=O)=O | 1.13 | / | 0.5 | 0.1 | 11.5 | 1424 | 0.9 | 3.3 | -9.9 | -0.9 | 7.2
O=C(Cc1ccccc1F)Nc1ccccc1-c1ccccc1 | -1.5 | 6.0 | 1.0 | 0.0 | 13.3 | 1626 | 11.7 | -3.3 | 4.3 | 2.6 | -1.5
Cc1ccnc(NC(=O)C2CCC(CNc3c(N4CCCC4)c(=O)c3=O)CC2)c1 (centres undefined) | / | -16.8 | 0.2 | 0.0 | 4.1 | 1381 | 8.4 | 8.4 | 1.3 | -6.9 | -0.1
COc1cc(S(=O)(=O)NC(C)C)ccc1Cl | -0.67 | / | 0.2 | 0.2 | 8.8 | 1694 | -3.0 | -1.7 | -2.7 | -1.2 | -1.1
COc1ccc(CNC(=O)c2ccc(NC(=O)CC3SC(N4CCCCC4)=NC3=O)cc2)cc1 (centres undefined) | / | / | 0.0 | -3.6 | 17.5 | 1309 | -8.7 | -9.5 | -0.1 | 2.0 | 6.4
O=C(COCC(=O)NCc1ccccc1)NCc1ccccc1 | -0.96 | 4.7 | 1.8 | -0.5 | -16.5 | 1558 | 1.2 | -6.2 | 2.0 | -5.6 | -1.5
CN(C)/C=C(\C=O)c1ccc(Cl)cc1Cl | 0.333 | -2.9 | -0.5 | -1.9 | 9.8 | 1745 | 10.7 | 0.9 | -2.8 | -0.9 | 8.5
N#Cc1c(-c2ccc3c(c2)OCO3)ccn2nc(-c3cccc(C(F)(F)F)c3)nc12 | / | / | 3.2 | 2.2 | -5.7 | 1616 | 6.9 | 15.1 | 1.4 | 19.2 | 18.3
O=c1ccc2ccc(Oc3ccc([N+](=O)[O-])cc3Cl)cc2o1 | -0.475 | -0.6 | 2.4 | 0.0 | -16.5 | 1586 | 10.5 | 0.7 | -4.2 | -2.1 | 3.7
O=C(COC(=O)Cn1cnc2ccccc21)Nc1cccc2c1C(=O)c1ccccc1C2=O | / | -15.6 | 2.3 | 0.3 | 22.8 | 1624 | 7.4 | 3.1 | -3.6 | -3.6 | 6.2
CCOC(=O)CNC(=O)c1cc(-c2ccccn2)nc2c(C)c(Cl)ccc12 | 0.487 | -9.5 | 1.1 | -0.7 | -3.5 | 1422 | 0.5 | -5.5 | 0.0 | 1.4 | -3.9
CCc1nnc(NC(=O)CSc2ncnc3c2oc2ccccc23)s1 | / | -14.9 | 3.1 | -0.7 | 10.4 | 1593 | 11.1 | 5.2 | -7.3 | -8.5 | 85.8*
COc1ccccc1/C=C/C=N/NC(=O)c1ccccn1 | -0.57 | -13.5 | -0.1 | 0.1 | -8.8 | 1818 | 7.4 | 1.1 | -3.6 | 1.1 | 3.9
Cc1ccc(S(=O)(=O)NCCCNC(=O)N2CCOCC2)cc1 | / | -32.2 | 0.7 | 0.4 | -4.1 | 1634 | 6.8 | 21.2 | 0.6 | -3.1 | 0.8
CCn1c(SCc2cccc(C)c2)nnc1-c1ccccc1 | / | / | -0.9 | -4.0 | 14.9 | 1514 | -7.1 | 12.3 | -6.3 | 41.8 | 6.2
CCOc1ncccc1C(=O)OCC(=O)c1cc(C)n(Cc2ccco2)c1C | / | 16.0 | 0.4 | 1.5 | 4.5 | 1607 | -2.2 | 9.7 | 0.5 | 1.2 | 5.2
O=C1OCC2=C1C(c1ccccc1)CC(=O)N2c1ccccc1 (centres undefined) | -0.357 | 7.1 | -0.9 | -0.2 | 9.8 | 1595 | 1.6 | -4.9 | -3.6 | 5.2 | -3.9
Cc1nn(-c2ccccc2)c(NC(=O)c2cccs2)c(-c2ccccc2)c1=O | / | 3.2 | 3.9 | 0.7 | -11.9 | 1622 | 1.9 | -0.9 | -2.1 | -4.6 | 1.6
COC(=O)Nc1nc(-c2ccccc2)c(C(=O)c2ccccc2)s1 | 3.04 | / | 3.4 | 0.0 | 9.5 | 1636 | 13.0 | 10.4 | -4.3 | 2.4 | 11.0
Cc1cccc2cc(/C=N/NC(=O)CN3CCOCC3)c(Cl)nc12 | -0.61 | / | -0.5 | -4.3 | 1.1 | 1425 | 12.7 | 7.7 | -9.2 | 7.0 | -2.7
CCOc1cccc(C(=O)Nc2nnc(-c3ccco3)s2)c1 | 0.142 | 1.2 | 3.9 | 0.9 | 7.0 | 1945 | 17.2 | 17.0 | -0.5 | -8.3 | 21.7*
NC(=O)C1CCN(C2CC(=O)NC2=O)CC1 (centres undefined) | -0.005 | -11.0 | 0.7 | 0.5 | -10.0 | 1695 | 4.6 | -0.2 | -5.0 | -6.2 | 2.4
